# FBPA Giardia inh = inhibitors of Giardia lamblia fructose-1,6-bisphosphate aldolase. A8B2U2. purified Giardia FBPA. Potency, µM (highest dose often 59.6 µM), for inactives: top-dose activity, negative = inhibition, actives largely listed as inhibitors. actives 0.71% (n = 290,000). AID 2451; note: potency is the fitted concentration of half-maximal effect; nearly all actives have a fitted effect of over 55% in size
# Target sequence (A8B2U2 whole entry, looked up): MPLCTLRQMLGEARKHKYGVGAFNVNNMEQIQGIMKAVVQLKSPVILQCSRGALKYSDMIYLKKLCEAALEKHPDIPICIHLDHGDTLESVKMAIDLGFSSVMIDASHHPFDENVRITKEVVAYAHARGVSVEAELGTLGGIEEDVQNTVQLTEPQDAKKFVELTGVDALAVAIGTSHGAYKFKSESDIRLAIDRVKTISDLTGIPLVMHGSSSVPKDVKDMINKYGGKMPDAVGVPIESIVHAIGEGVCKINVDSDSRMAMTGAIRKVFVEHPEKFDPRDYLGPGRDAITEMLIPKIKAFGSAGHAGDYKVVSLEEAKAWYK
#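 Giardia FBPA (40 nM reagent) was preincubated 10 min at RT with compound (up to 57.5 uM final), then substrate plus GAPDH/TPI/NAD/arsenate coupling system with diaphorase/resazurin was added; resorufin fluorescence (525/598 nm) was read after 20 min.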
# HCV inh = inhibitors of hepatitis C virus infection | actives 3.4% (n = 340,000) | AID 651820 | Huh7.5.1 HCVcc-Cre infection, luciferase reporter, 44 h | Potency, µM (titrated, usually from 41.8 µM), inactives show at the top dose activity change, negative = inhibition, hits mostly inhibitors; note: potency is the fitted concentration of half-maximal effect
#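 Reporter virus HCVcc-Cre (~0.5 moi) infects cells exposed to compound; seeding density 1,000 cells/well with 4 h settling beforehand. Luminescence, 15 sec read, taken 44 h post-infection following a 15 min RT substrate incubation.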
# HCMV inh = blocks human cytomegalovirus replication. HFF cells, HCMV-luciferase reporter, 72 h; stronger effect = lower value. actives 4.5% (n = 410,000). activity change, negative = inhibition, % at 57.5 µM; in the data active = activity change below about -60%; inconclusive = no clear call, values can overlap the other calls; inactive = above about -39%
#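 HFF cells seeded 16 h at 37C, treated with compounds, infected with luciferase-reporter HCMV at MOI 1 PFU/cell; luciferase read at 72 h post infection, normalized to buffer-only and Salinomycin controls.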
# AmpC detergent = blocks E. coli AmpC beta-lactamase in detergent assay | P00811 | AmpC hydrolysis of nitrocefin, absorbance 480 nm, 0.01% Triton | Potency, µM (doses to about 114 µM), for inactives: at the top dose activity change, negative = inhibition, hits mostly inhibitors | actives 0.041% (n = 370,000) | AID 485294;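 note: potency is the fitted concentration of half-maximal effect; 0% = no-compound wells and -100% = no-enzyme wells; nearly all actives have a fitted effect of over 25% in size; some results filed as inactive show a strong effect at the top dose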
# Target sequence (P00811 whole entry, looked up): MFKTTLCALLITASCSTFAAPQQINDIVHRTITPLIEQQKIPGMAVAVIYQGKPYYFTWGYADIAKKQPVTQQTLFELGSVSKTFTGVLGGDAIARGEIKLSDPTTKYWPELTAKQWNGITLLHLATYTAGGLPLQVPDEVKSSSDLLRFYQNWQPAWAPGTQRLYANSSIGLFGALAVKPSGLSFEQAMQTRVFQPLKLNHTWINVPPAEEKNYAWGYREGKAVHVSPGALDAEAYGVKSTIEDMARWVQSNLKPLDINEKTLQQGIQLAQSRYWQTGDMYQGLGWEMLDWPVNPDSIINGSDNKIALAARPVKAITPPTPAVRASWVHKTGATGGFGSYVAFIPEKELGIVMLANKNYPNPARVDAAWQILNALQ
#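 AmpC (5.3 nM in the dispensed reagent) in 20 mM phosphate pH 7.0 with 0.01% (detergent screen) or 0.0001% Triton X-100 was preincubated with compounds for 15 min at room temperature. Nitrocefin was then added from an 800 uM solution, and hydrolysis was followed at 480 nm.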
# Sm TGR inh = inhibitors of Schistosoma mansoni thioredoxin glutathione reductase. Potency, µM (titrated, usually from 114 µM), inactives show top-dose activity change, negative = inhibition, most hits filed as inhibitors. Q962Y6. actives 3% (n = 360,000). purified TGR, DTNB reduction, TNB absorbance 405 nm; note: potency is the fitted concentration of half-maximal effect; nearly all actives have a fitted effect of over 60% in size
#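 TGR 20 nM + NADPH 100 uM (dispensed conc.), cpd preinc 15 min RT; start with NADPH (500 uM addition) then DTNB (15 mM addition). Kinetic TNB absorbance, 405 nm filter. Four-parameter Hill fit across titration.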
# AMA1-RON2 inh = AMA1-RON2 (P. falciparum) interaction inhibition; AlphaScreen AMA1-biotinylated RON2 peptide binding; Potency, µM (top dose mostly 58.2 µM), for the others: at the highest dose activity change, negative = inhibition, most hits filed as inhibitors; actives 0.2% (n = 360,000); AID 720542;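 note: potency is the fitted concentration of half-maximal effect; 0% = vehicle wells and -100% = peptide control; nearly all actives have a fitted effect of over 45% in size; some results filed as inactive show a strong effect at the top dose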
#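 AMA1 (3D7) with his tag at 25 nM final met compounds first, then biotinylated RON2 peptide at 25 nM; detection used donor plus acceptor beads, 10 µg/mL apiece, read by AlphaScreen after 30 min at room temperature.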
# * = called active by the depositor; ? = inconclusive; . = no result given; [ ] = dose if it differs, or a comment. Unless noted, calls come from the whole dose curve; as a rule, active = well fitted curve in the direction sought with a large enough effect; inconclusive = small, poorly fitted or top-dose-only effect, or another doubt; inactive = no such curve, though single readings can be large; an effect the other way counts as inactive or inconclusive. Unless noted, % is set by controls: 0 for no effect and ±100 for the full control effect.
Compound	FBPA Giardia inh	HCV inh	HCMV inh	AmpC detergent	Sm TGR inh	AMA1-RON2 inh
O=C(Cc1ccc(NC(=O)C2CCN(C(=O)C3CCCC3)CC2)cc1)Nc1ccc(C(=O)N2CCOCC2)cc1	.	17%	21	.	.	-27%
Cc1c(NC(=O)COC(=O)C2(c3ccc(F)cc3)CCCC2)c(=O)n(-c2ccccc2)n1C	2%	5%	48	-2%	-5%	7%
CC(=O)c1cccc(N(C(=O)Cn2nnc3ccccc32)C(C(=O)NC2CCCCC2)c2cn(C)nc2C)c1 (centres undefined)	2%	-6%	-13	1%	-11%	-2%
COc1cc(/C=N/Nc2ccc(F)cc2F)cc(OC)c1OC	-10%	8%	-10	-11%	-13%	0%[2.32 µM]
Cc1ccc(S(=O)(=O)N(C)CC(=O)NNC(=O)Cc2cccc(F)c2)cc1	.	6%	-34	4%	2%	35%[activator][11.6 µM]
CSc1c(-c2ccccc2)nc2ccc(Cl)cc2c1C(=O)O	0%	1%	30	2%	4%	-3%
CCOC(=O)c1cc(NC(=O)N(C)C2CCCCC2)c(C)nc1C	2%	-5%	-20	-8%	-6%	-5%
COc1ccc(-c2nnc(-c3ccc4ccccc4c3)o2)cc1	.	8%	26	.	.	-4%
COC(=O)c1cccc(-c2ccc(/C=N/N3C(=O)C4C5C=CC(C6CC56)C4C3=O)o2)c1 (centres undefined)	6%	-7%	-21	-5%	.	-23%
Cc1ccc(-c2csc(N/N=C/c3ccco3)n2)cc1	-14%	?	29	?	-29%	0%
CCOc1ccc2nc(SCC(=O)Nc3ccc(F)cc3)nc(-c3ccccc3)c2c1	.	.	-2	14%	9%	.
O=c1c2ccccc2nnn1CSc1nc2ccccc2[nH]1	-3%	?	4	-13%	-3%	5%
NNC(=O)c1nc[nH]c1C(=O)Nc1ccc(Cl)cc1C(=O)c1ccccc1	13%	6%	7	-10%	0%	116%[activator]
COc1ccc(OC)c(CNCc2c(C(=O)O)n(Cc3ccccc3)c3cc(OC)ccc23)c1	.	.	13	-6%	1%	.
O=C(Nc1ccc(F)c(Cl)c1)C1CC(=O)n2c(nc3ccccc32)N1 (centres undefined)	3%	23%	0	1%	.	10%
COc1ccc2c(c1)c1nnc(SCC(=O)Nc3ccccc3F)nc1n2C	7%	4%	31	?	16%	-7%
NC(=O)c1cc(-c2csc(NCCc3ccccc3)n2)ccc1O	-10%	?	-22	2%	-4%	2%
COc1ccc(CC(CC(=O)O)C(=O)Nc2ccccc2)cc1 (centres undefined)	7%	-3%	-2	-9%	-24%	-5%
COc1ccc(NC(=O)c2ccc3oc(=O)c(S(=O)(=O)c4ccc(F)cc4)cc3c2)cc1OC	.	.	7	2%	5%	.
Cc1nn2c3ccccc3n(CC(=O)c3cccs3)c2nc1=O	0%	12%	-20	-2%	8%	6%
COc1ccccc1Cn1c(C)nc2ccccc21	9%	8%	-4	0%	17%	8%
CCN1C(C(=O)c2ccccc2)=C(OC(=O)c2ccc(OC)cc2)c2ccccc2S1(=O)=O	.	.	-68*	15%	6%	.
COC(=O)N1CCN(c2ccc(OC)cc2)CC1	-3%	0%	5	?	12%	-7%
COC(=O)c1cccc(NC(=O)c2ccc3c(c2)C(=O)N(C(C)(C)C)C3=O)c1	-4%	?	4	-6%	12%	3%
Cc1nnc2n(C)c(=O)c3c4c(sc3n12)COC(C)(C)C4	.	12%	-15	.	.	-14%
CC(C)CCN(C(=O)c1ccccn1)c1c(N)n(Cc2ccccc2)c(=O)[nH]c1=O	.	-28%	16	.	.	49%[activator]
Cc1ccc(OCC(=O)Oc2ccc(C(C)C)cc2)cc1	-3%	-9%	36	?	5%	55%[activator]
COCCCn1c(SCC(=O)Nc2sc3c(c2C#N)CCCC3)nnc1-c1ccncc1	-3%	?	38	-1%	-1%	16%
Clc1cccc(CSc2nnc(C3CCNCC3)o2)c1	.	.	-13	1%	-3%	.
Cc1cc2c(c(=O)n1Cc1ccco1)C(c1ccccc1)C(C#N)=C(N)O2 (centres undefined)	2%	?	28	0%	-3%	-6%
CC(C)CC1NC(=O)N(CC(=O)Nc2ccc(OC(F)F)cc2)C1=O (centres undefined)	.	?	0	2%	-1%	-9%
CC(=O)C12CCCCC1CC1[C@@H]3CC(C)C4=CC(=O)CC[C@]4(C)C3CC[C@@]12C (some centres undefined)	9%	-19%	-80*	-5%	5%	0%
Cc1cccc(Cn2c(C)nc3c(N)c(C)c(C)cc32)c1	-12%	-18%	-40	-14%	-1%	-23%
CS(=O)(=O)N1CCCC(C(=O)Nc2ccc3c(c2)OCCO3)C1 (centres undefined)	0%	7%	-28	1%	8%	-5%
O=C(COC(=O)c1cccnc1Cl)NCC1CCCO1 (centres undefined)	1%	24%	12	-6%	-6%	-3%
COc1ccc(CCNC(=O)CN(c2cc(OC)ccc2OC)S(=O)(=O)c2ccccc2)cc1	-5%	-1%	55	-7%	0%	4%
Cc1nn(C(C)C)c(C)c1[C@@H]1C[C@H]2CN(Cc3cccc(Cl)c3)C(=O)[C@]23CCCN13	-8%	-15%	?	-6%	-35%	-2%
COc1cccc(C(=O)NC2CC3CCCC(C2)N3CC(=O)Nc2ccccc2)c1 (centres undefined)	?	-24%	-4	7%	12%	8%
OC1(c2ccccn2)COc2ccccc2O1 (centres undefined)	-9%	2%	-9	-1%	-28%	55%[activator]
CC(C)C(=O)N1CCN(c2ccccc2NC(=O)c2ccco2)CC1	14%	7%	-26	-1%	-16%	3%
O=C(COC(=O)CSc1ccc2ccccc2c1)Nc1ccccc1OC(F)F	-1%	15%	8	-7%	-1%	-28%
Cc1ccc(NCC(=O)N/N=C/c2ccncc2)cc1	7%	8%	-2	-11%	.	16%
O=C(NCCCCNC(=O)c1ccccc1F)c1ccccc1F	-5%	-3%	10	?	11%	-11%
O=C(COC(=O)c1cc(Br)ccc1O)Nc1cc(S(=O)(=O)N2CCCC2)ccc1Cl	0%	-27%	-28	0%	2%	13%
COC(=O)CCCSc1nccn1-c1ccccc1	0%	11%	142	0%	0%	-2%
CC(=O)c1cc(-c2ccccc2)n(CC(=O)NC(C)(C)C)c1C	5%	7%	10	-7%	-12%	-2%
CCCn1ncc(CN2CCN(CCc3ccccc3)C(CCO)C2)c1C (centres undefined)	3%	12%	-20	-3%	-6%	-2%
O=C1OC(Cc2ccncc2)C(O)=C1C1=NCCCN1 (centres undefined)	7%	6%	32	?	3%	24%
CC(C)c1nnc(NC(=O)CCC(=O)N2CCC(Cc3ccccc3)CC2)s1	.	-9%	-22	-12%	0%	-3%
COc1ccc(CNC(=O)CCCCCn2c(SCC#N)nc3cc4c(cc3c2=O)OCO4)cc1	10%	?	35	-4%	31%	-15%
Nc1ccc(C(=O)c2cccs2)cc1	1%	9%	-14	-8%	-5%	10%
CC(=O)NC(CCS(C)(=O)=O)C(=O)Nc1c(C)cccc1C (centres undefined)	5%	10%	21	?	-2%	-6%
c1ccc(-c2nnc(CN3CCCCC3)o2)cc1	-22%	-12%	-2	-2%	17%	-6%
COc1cc(NC(=O)CCc2c(C)nc3nc(-c4cc(OC)cc(OC)c4)nn3c2C)cc(OC)c1	.	.	13	-9%	-5%	.
COc1ccc(/C=N/NC(=S)SC)cc1OC	2%	18%	-7	-11%	9%	44%[activator]
CCOC(=O)N1CCN(C(=O)c2ccc(C)c(S(=O)(=O)Nc3ccccc3)c2)CC1	3%	11%	30	6%	-1%	-8%
COc1ccc(CCNC(=O)COc2ccc(S(=O)(=O)N3CCCC3)cc2)cc1	7%	2%	11	-4%	.	-9%
COc1cc(C(=O)NCc2nnc(SCC(=O)N3CCc4ccccc43)o2)cc(OC)c1OC	-1%	-19%	-11	1%	0%	3%
CCN(C[C@H]1N[C@@](CC)(C(=O)OC)[C@H]2C(=O)N(C)C(=O)[C@@H]12)C(=O)Nc1ccc(F)cc1	.	?	17	.	.	-1%
Cn1cccc1C(=O)OCC(=O)Nc1cccc(S(=O)(=O)N2CCOCC2)c1	0%	-6%	41	?	-5%	-1%

# (further entries)
Compound	FBPA Giardia inh	HCV inh	HCMV inh	AmpC detergent	Sm TGR inh	AMA1-RON2 inh
CC(C)(C)NC(=O)CN(C(=O)CNS(=O)(=O)c1ccccc1)c1ccc2c(c1)OCCO2	-1%	12%	-14	?	19%	-13%
CCOC(=O)N1CCN(C(=O)c2ccc(N(Cc3ccccc3)S(C)(=O)=O)cc2)CC1	0%	15%	36	2%	-4%	13%
COC(=O)c1sccc1S(=O)(=O)N(CC(=O)NCc1ccc(F)cc1)c1ccc(C)c(C)c1	.	.	3	11%	0%	.
Nc1ccc2c(c1)OC1(CCCC1)O2	-9%	?	-86*	4%	-18%	-10%
CN(C)C1C(=O)C(C(N)=O)=C(O)C2(O)C(=O)C3=C(O)c4c(O)cccc4C(C)(O)C3C(O)C12 (centres undefined)	?	5%	53	?	32µM*	?
Cc1nnc(CN(C)Cc2cn[nH]c2-c2ccc(-c3ccccc3)cc2)o1	3%	15%	-23	-7%	-13%	8%
CC1CC(C)CN(S(=O)(=O)c2ccc(C(=O)NCc3ccc4c(c3)OCO4)cc2)C1 (centres undefined)	5%	?	-10	2%	0%	0%
O=C(NCCS(=O)(=O)NCc1ccc(F)cc1)c1ccc2c(c1)OCO2	.	13%	-16	?	-9%	-1%
COc1ccc(CNc2nc(-c3ccc(Cl)cc3)nn2S(=O)(=O)c2ccc(C)cc2)cc1	.	.	9	16%	-1%	.
COc1cc2nc(SCC(=O)Nc3ccccc3C)n3nc(CCn4c(C)nc5ccccc54)nc3c2cc1OC	.	.	2	2%	-14%	.
CCCCC(=O)Nc1ccc(C(=O)Nc2ccc(OC)cc2[N+](=O)[O-])cc1	6%	?	-31	?	2%	4%
c1ccc(Cn2nnc3c(NCc4ccc5c(c4)OCO5)ncnc32)cc1	7%	-19%	48	3%	7%	0%
Cc1nn2c(-c3ccco3)ccnc2c1-c1ccc(F)cc1	.	.	-2	0%	0%	.
Cc1cccc(CCNC(=O)c2ccc3c(c2)nc2n3CCC(C)C2)c1 (centres undefined)	.	.	?	26%	7%	.
C=C1CCC(N(O)c2cc(C)on2)C(=C)CCC2C1CC2(C)C (centres undefined)	.	?	-20	-3%	-32%	-29%
O=C1c2ccccc2NC(c2cccs2)N1O (centres undefined)	.	1%	-4	0%	-2%	18%

# Complete entries from above.
# Entry for CC(C)(C)NC(=O)CN(C(=O)CNS(=O)(=O)c1ccccc1)c1ccc2c(c1)OCCO2 → FBPA Giardia inh: -1%; HCV inh: 12%; HCMV inh: -14; AmpC detergent: ?; Sm TGR inh: 19%; AMA1-RON2 inh: -13%
# Entry for Cc1nn2c(-c3ccco3)ccnc2c1-c1ccc(F)cc1 → FBPA Giardia inh: .; HCV inh: .; HCMV inh: -2; AmpC detergent: 0%; Sm TGR inh: 0%; AMA1-RON2 inh: .
